# Bioassay records as filed in PubChem.
# Salmonella PhoP GFP: Inhibition of PhoP regulon, Salmonella typhi GFP reporter cells, confirmation, 4 h (AID 1850); hit rate 0.33% among 310,000; inhibition, % at 50 µM, or IC50 in µM where a hit was titrated; Salmonella Typhi PhoP-promoter GFP reporter, fluorescence, 4 h; higher % means a stronger effect; in the data active = a potency from the dose series; inconclusive = inhibition mostly from about 25% at the one dose, without a potency; inactive = the rest, 99 in 100 with inhibition below about 19%;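 also: 0% = induced wells with vehicle and 100% = uninduced wells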
# influenza NS1A: NS1A inhibition, H1N1 influenza, cell based functional assay (AID 504329); NS1A functional cell-based assay, percent inhibition; higher % means a stronger effect; inhibition, % at 12.5 µM, or IC50 in µM where a hit was titrated; hit rate 0.3% among 340,000; in the data active = a potency from the dose series; inconclusive = inhibition above about 27% without an active follow-up result; also: strong numbers were not always called active
# inhibitors of VEEV: inhibitors of VEEV TC-83 cytopathic effect, confirmation, Vero cells (AID 588727); inhibition, % at 20 µM, or IC50 in µM where a hit was titrated; Vero cells, VEEV TC-83 cytopathic effect inhibition; higher % means a stronger effect; hit rate 0.13% among 350,000; in the data active = a potency from the dose series; inconclusive = inhibition mostly from about 14% at the one dose, without a potency; inactive = the rest, 99 in 100 with inhibition below about 12%; also: strong numbers were not always called active
# M. tuberculosis: growth inhibition of non-replicating M. tuberculosis (AID 488890); Mycobacterium tuberculosis non-replicating, growth inhibition; higher % means a stronger effect; hit rate 0.39% among 320,000; one-dose inhibition, % at 25 µM; IC50 in µM for titrated hits; in the data active = a potency from the dose series; inconclusive = inhibition mostly from about 82% at the one dose, without a potency; inactive = the rest, 99 in 100 with inhibition below about 76%;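 also: plate controls were DMSO cells for no effect and high antibiotic wells for full effect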
# H37Rv inhibition: M. tuberculosis growth inhibition, HTS (AID 449762); M. tuberculosis H37Rv growth inhibition, 7H9 media; higher % means a stronger effect; inhibition, % at 25 µM; hits with a dose series show IC50 in µM; hit rate 0.59% among 330,000; in the data active = a potency from the dose series; inconclusive = inhibition above about 70% without an active follow-up result;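 also: bacterial growth assessed after seven days of incubation; strong numbers were not always called active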
# inhibitors of VEEV 10K pilot screen: also measured in inhibitors of VEEV; calls as there; inhibition, %; measured here: 10K pilot screen inhibition
# Starred values were filed as active, the others as inactive; i = inactive; u = inconclusive; x = not tested or not shown; & = joins results of further samples.
# The first 16 records as a preview:
SMILES,Salmonella PhoP GFP,influenza NS1A,inhibitors of VEEV,M. tuberculosis,H37Rv inhibition,others
CCOC(=O)N1CCC(NC(=O)CCN2C(=O)COc3ccccc32)CC1,-6%,4%,0.7%,0%,7%,
CCOc1cc(/C=N/NC(=O)c2ccccn2)ccc1OC(=O)c1ccc(F)cc1,2%,-12%,5.9%,u,u,
COC(=O)C(CO)NC(=O)C(C)NC(=O)CNC(=O)OCc1ccccc1 (stereo unspecified),-8%,-2%,i,-11%,-5%,
Cc1ccc(NC(=O)CSC2=NN3CCCC(=O)N=C3S2)c(C)c1,5%,1%,i,x,-1%,
CCc1nnc(NC(=O)c2cc(-c3ccncc3)nc3ccccc23)s1,-2%,-12%,1.2%,10%,-2%,
COc1cccc(/C=C2\SC(=S)N(NS(=O)(=O)c3ccc(C)cc3)C2=O)c1OC,-14%,-5%,1.2%,5%,-16%,
O=C(O)C1CCN(C(=O)NC2CCCCC2)CC1,17%,17%,i,-11%,-1%,
O=C(O)CCN1C(=O)c2ccc(NC(=O)CSc3ccccc3)cc2C1=O,3%,-7%,0.6%,-8%,-3%,
CCOC(=O)c1sc(NC(=O)CN2CC(C)OC(C)C2)nc1C (stereo unspecified),9%,-6%,0.5%,15%,8%,
CCOc1cc2c(cc1OC)C(NC(=O)C(F)(F)F)CC2=O (stereo unspecified),1%,-5%,i,-1%,-2%,
O=C(c1ccco1)n1nc(-c2ccc(Cl)cc2)nc1NCc1ccco1,-16%,-19%,0.4%,7%,-7%,
CC(C)(C)OC(=O)N1CCN(C(=O)OCC2c3ccccc3-c3ccccc32)CC1C(=O)O (stereo unspecified),-23%,-35%,0.1%,-16%,-4%,inhibitors of VEEV 10K pilot screen=1.2
COc1ccc(C(C)=O)cc1COc1ncnc2ccccc12,-1%,-11%,1.2%,1%,4%,
CCOC(=O)CCc1nc2ccccc2[nH]c1=O,6%,7%,2.7%,-3%,-1%,
COc1ccc(S(=O)(=O)NCC(=O)N(CC(=O)NCc2ccco2)Cc2ccc(F)cc2)cc1,-4%,15%,i,-15%,4%,
O=C(Nc1ccc(Cn2cccn2)cc1)c1ccc(COc2cccc(Br)c2)cc1,-4%,7%,2.0%,-1%,5%,

# The whole of this part (from the top)
SMILES,Salmonella PhoP GFP,influenza NS1A,inhibitors of VEEV,M. tuberculosis,H37Rv inhibition,others
CCOC(=O)N1CCC(NC(=O)CCN2C(=O)COc3ccccc32)CC1,-6%,4%,0.7%,0%,7%,
CCOc1cc(/C=N/NC(=O)c2ccccn2)ccc1OC(=O)c1ccc(F)cc1,2%,-12%,5.9%,u,u,
COC(=O)C(CO)NC(=O)C(C)NC(=O)CNC(=O)OCc1ccccc1 (stereo unspecified),-8%,-2%,i,-11%,-5%,
Cc1ccc(NC(=O)CSC2=NN3CCCC(=O)N=C3S2)c(C)c1,5%,1%,i,x,-1%,
CCc1nnc(NC(=O)c2cc(-c3ccncc3)nc3ccccc23)s1,-2%,-12%,1.2%,10%,-2%,
COc1cccc(/C=C2\SC(=S)N(NS(=O)(=O)c3ccc(C)cc3)C2=O)c1OC,-14%,-5%,1.2%,5%,-16%,
O=C(O)C1CCN(C(=O)NC2CCCCC2)CC1,17%,17%,i,-11%,-1%,
O=C(O)CCN1C(=O)c2ccc(NC(=O)CSc3ccccc3)cc2C1=O,3%,-7%,0.6%,-8%,-3%,
CCOC(=O)c1sc(NC(=O)CN2CC(C)OC(C)C2)nc1C (stereo unspecified),9%,-6%,0.5%,15%,8%,
CCOc1cc2c(cc1OC)C(NC(=O)C(F)(F)F)CC2=O (stereo unspecified),1%,-5%,i,-1%,-2%,
O=C(c1ccco1)n1nc(-c2ccc(Cl)cc2)nc1NCc1ccco1,-16%,-19%,0.4%,7%,-7%,
CC(C)(C)OC(=O)N1CCN(C(=O)OCC2c3ccccc3-c3ccccc32)CC1C(=O)O (stereo unspecified),-23%,-35%,0.1%,-16%,-4%,inhibitors of VEEV 10K pilot screen=1.2
COc1ccc(C(C)=O)cc1COc1ncnc2ccccc12,-1%,-11%,1.2%,1%,4%,
CCOC(=O)CCc1nc2ccccc2[nH]c1=O,6%,7%,2.7%,-3%,-1%,
COc1ccc(S(=O)(=O)NCC(=O)N(CC(=O)NCc2ccco2)Cc2ccc(F)cc2)cc1,-4%,15%,i,-15%,4%,
O=C(Nc1ccc(Cn2cccn2)cc1)c1ccc(COc2cccc(Br)c2)cc1,-4%,7%,2.0%,-1%,5%,
CNc1nc(Nc2ccccc2)nc(OCC(F)(F)F)n1,16%,2%,i,8%,2%,
CCC(C)Nc1nc(CN2CCOCC2)nc2sc3c(c12)CCC3 (stereo unspecified),-4%,-11%,7.8%,36%,12%,
O=C(Oc1ccc(Cl)c2cccnc12)N1CCOCC1,0%,-3%,4.3%,2%,10%,
CC(C)(C)C(=O)NC(=S)Nc1cccc(C(=O)O)c1,0%,-5%,1.0%,3%,1%,
CC(C)(C)CC(=O)NC(=S)Nc1ccccc1[N+](=O)[O-],-10%,-10%,i,u,-1%,
O=C(CSc1nnc(-c2ccncc2)o1)N1CCCC1,7%,8%,0.5%,12%,0%,
O=C1C2CCCCN2C(=O)N1CCN1CCN(c2ccc(F)cc2)CC1 (stereo unspecified),x,0%,0.7%,x,x,
CN(CC(=O)Nc1ccccc1C(=O)N1CCCC1)S(=O)(=O)c1ccc(Br)cc1,2%,-3%,1.6%,3%,-7%,
O=C(NNC(=S)NC(=O)c1ccccc1)c1ccc(O)cc1,61µM*,-3%,4.5%,u,u,
CCOC(=O)Cc1csc(NC(=O)COc2ccc(N(C)S(=O)(=O)c3cccs3)cc2)n1,-8%,-25%,1.4%,-6%,-8%,
O=C(NCC1CCCO1)c1c(O)c2c([nH]c1=O)CCCC2 (stereo unspecified),-11%,7%,2.1%,-1%,-5%,
CCNc1c([N+](=O)[O-])ncn1C,1%,1%,0.5%,-19%,1%,
CNc1oc(-c2cccc3ccccc23)nc1C#N,4%,-12%,0.7%,4%,7%,
COc1ccc(Nc2ccc([N+](=O)[O-])cn2)cn1,2%,-2%,i,5%,0%,
CN1/C(=C/c2cc[n+](C)c3ccccc23)C=Cc2ccccc21,x,16µM*,0.7%,x,x,
Cc1cc(C)c(C(=O)N2CCCC(C(=O)c3cc(F)ccc3F)C2)o1 (stereo unspecified),-5%,-5%,1.2%,25%,9%,
N#Cc1cccn1-c1nccs1,13%,-3%,0.1%,-5%,3%,
O=C(COC(=O)/C=C/c1ccccc1[N+](=O)[O-])NC(=O)NC1CCCC1,x,-7%,1.0%,x,x,
CCOC(=O)N1CCN(C(=O)CSc2ccccc2)CC1,-6%,-6%,2.8%,1%,5%,
CCOc1ccc(NC(=O)CSc2nc3c(c(=O)n2-c2ccccc2OC)SCC3)cc1,-8%,12%,7.5%,12%,0%,
C=CCOc1ccc(C(=O)n2cc(C(=O)OC)c3ccccc32)cc1,-7%,16%,0.1%,36%,12%,
CN1CCC(N(C)C(=O)c2cc(S(=O)(=O)N3CCOCC3)ccc2Cl)CC1,x,-4%,0.2%,-1%,4%,
C=CCc1c(OC)ccc2ccc(=O)oc12,1%,12%,3.0%,35%,-1%,
CCN1C/C(=C\c2cccc([N+](=O)[O-])c2)C(=O)/C(=C/c2cccc([N+](=O)[O-])c2)C1,x,3%,i,x,x,
O=S(=O)(NCCOc1ccc(F)cc1)c1ccc2c(c1)OCCO2,-24%,8%,4.2%,-22%,14%,
Cc1ccccc1CN1C(=O)Nc2ccccc2C(=O)N1C(C)(C)C,11%,4%,0.6%,7%,-19%,
O=C1NC(=O)C2(CCCCC2C2CCCCC2)N1 (stereo unspecified),x,-1%,4.3%,x,x,
CCCOc1ccc(C(C)=O)cc1CSCCC#N,0%,1%,2.0%,-1%,-7%,
Cc1csc(NC(=O)C2CSC3(C)CCC(=O)N23)n1 (stereo unspecified),-2%,0%,6.9%,-9%,-4%,
COc1ccc(-c2nc(CS(=O)CC(=O)NCc3ccccc3)c(C)o2)cc1OC (stereo unspecified),4%,6%,1.6%,-1%,1%,
CCCCCCN1CCN(c2ccc(Cl)cc2)CC1,-6%,12%,0.1%,57%,6%,
COc1ccc(Cl)cc1-n1c(=S)sc2c(=O)n(-c3ccc(F)cc3)c(SCC(=O)O)nc21,3%,-22%,i,4%,8%,
Cc1onc(-c2ccccc2)c1C(=O)Oc1ccccc1,6%,x,3.2%,-6%,2%,
Cc1ccc(C(=O)Nc2c(C)cc(-c3ccc(Cl)cc3)oc2=O)cc1,-9%,-3%,i,-9%,8%,
O=C(O)CN=C(NS(=O)(=O)c1ccc(Cl)cc1)c1ccc(F)cc1,4%,5%,1.1%,-13%,4%,
Cc1cc(NC(=O)COC(=O)c2ccccc2NCCO)no1,x,8%,0.1%,7%,6%,
Cc1cc(S(=O)(=O)Nc2ccc(C(=O)NCC(c3ccccc3)N(C)C)cc2)ccc1F (stereo unspecified),-3%,13%,2.4%,6%,5%,
Cc1cccc(C)c1OCC(O)Cn1ccnc1C (stereo unspecified),x,-6%,i,x,-6%,
COc1cccc(CC(=O)Nc2ccc(-c3csc(C)n3)cc2)c1,1%,-1%,0.3%,26%,-9%,
CC1CCCCN1C(=O)CSc1nc2ncccc2[nH]1 (stereo unspecified),1%,-2%,1.1%,-10%,4%,
Cc1ccc(N2CC(C(=O)Nc3nnc(SCC(N)=O)s3)CC2=O)cc1C (stereo unspecified),-4%,4%,2.0%,9%,-6%,
Cc1cccc(C)c1NC(=O)Nc1cccs1,-17%,5%,i,9%,12%,
COC(=O)c1cccnc1Oc1ccccc1,1%,-25%,1.0%,-14%,59%,
NS(=O)(=O)c1ccc(S(=O)(=O)NCCc2ccccc2)cc1,7%,-18%,2.0%,17%,0%,

# The closing 2 compounds of the part before come first, to join the parts.
SMILES,Salmonella PhoP GFP,influenza NS1A,inhibitors of VEEV,M. tuberculosis,H37Rv inhibition,others
COC(=O)c1cccnc1Oc1ccccc1,1%,-25%,1.0%,-14%,59%,
NS(=O)(=O)c1ccc(S(=O)(=O)NCCc2ccccc2)cc1,7%,-18%,2.0%,17%,0%,
Cc1cc(C)n(C(=O)CNC(=O)c2cccc(Br)c2)n1,-2%,-10%,1.2%,-4%,6%,
O=C(CSc1nccc(=O)[nH]1)N1CCOCC1,-10%,-11%,4.0%,-15%,-15%,
CCOc1ccc(CN(C(=O)c2cc3ccccc3oc2=O)C2CC2)cc1,-7%,1%,1.5%,-6%,-8%,
S=c1nc[nH]c2nc[nH]c12,-8%&25%,-5%&0%,1.2%&0.8%,u,3.1µM*,
COc1ccccc1/C=C1\SC(=S)N(CCC(=O)NCCCN2CCOCC2)C1=O,-3%,9%,7.2%,-8%,-10%,inhibitors of VEEV 10K pilot screen=3.8
COc1ccc(OC)c(CNC(=O)C2CCN(C(=O)N(C)C)CC2)c1,9%,1%,0.0%,2%,7%,
CC(C)P(=O)(c1cccc(C(=O)O)c1)C(C)C,-6%,5%,i,-11%,4%,
CCc1cc[n+](-c2nc3ccccc3nc2C(=C=[N-])C#N)cc1,2%,4%,i,-1%,-14%,
CN(C)S(=O)(=O)c1ccc(C(=O)NNC(=O)C2COc3ccccc3O2)cc1 (stereo unspecified),-6%,4%,0.8%,-4%,3%,
Cc1cc(C)cc(N(CC(=O)N2CCC(C)CC2)S(=O)(=O)c2ccccc2)c1,-10%,-3%,4.0%,19%,7%,
O=C(OCC(=O)N1CCC(Cc2ccccc2)CC1)c1ccccc1O,x,-5%,0.7%,u,u,
Cc1onc(-c2ccccc2Cl)c1C(=O)NCc1ccccc1,-4%,1%,0.4%,-15%,3%,
COC(=O)/C(C#N)=C/c1c(N2CCCCCC2)nc2c(C)cccn2c1=O,x,6%,0.1%,x,x,
CC(=O)Nc1sc(C)c(C)c1C(=O)OCC(=O)NCc1ccc(Cl)cc1,x,-5%,0.4%,2%,3%,
O=C(CSCc1ccccc1)NNc1c(F)c(F)cc(F)c1F,1%,-7%,i,40%,10%,
Cc1cc(C)c(C(=O)N(C)CC2CCCN(CCc3ccccc3F)C2)o1 (stereo unspecified),-7%,-1%,0.5%,-1%,7%,
O=C(C[C@H]1C[C@H](C(=O)N2CCOCC2)[C@@]2(CCC3CCCC3)c3[nH]c4ccc(Cl)cc4c3CCN2C1=O)NCC12CC3CC(CC(C3)C1)C2,x,14%,1.4%,x,x,
OC(c1ccccc1)(c1ccccc1)c1ncc[nH]1,-3%,7%,0.3%,-8%,-4%,
COc1ccccc1NC(=O)c1ccc2c(c1)C(=O)N(c1ccccc1OC)C2=O,-12%,-28%,0.6%,9%,5%,
CC(NS(=O)(=O)c1ccc(Br)cc1)C(=O)NC1CCCCCC1 (stereo unspecified),-3%,-6%,5.9%,0%,3%,
